Pf gametocyte: P. falciparum stage V gametocyte viability inhibition; P. falciparum stage V gametocytes, ATP luminescence, 24 h; inhibition, % at 10.9 µM; hit rate 0.065% among 150,000;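 active = inhibition above the mean plus 3 SD of compounds within the control limits, set per campaign, cut at about 38% in these data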;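 note: 0% = DMSO wells and 100% = medium only without gametocytes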
* marks the source's active call; other numbers are inactive results. Only part of the results is shown; the hit share may differ from the screen's.

Structure,Pf gametocyte
COc1cc(CN2CCC(C(=O)NCC(C)(C)CN(C)C)CC2)ccc1OCc1ccccc1,7.4
Cn1c(=O)[nH]c(=O)c2c1nc(SCCO)n2Cc1ccccc1Cl,-0.6
CS(=O)(=O)N(CC(=O)Nc1ccccc1Br)Cc1ccccc1,15.1
COc1ccc(S(=O)(=O)N2CC(=O)Nc3ccccc32)cc1F,2.9
O=C(C1CC1)N1CCN(c2ccc(F)cc2)CC1,8.9
C[C@H]1CN([C@@H](C)CO)C(=O)c2cccc(NC(=O)Nc3ccc(C(F)(F)F)cc3)c2O[C@@H]1CN(C)Cc1ccc(Cl)c(Cl)c1,25.0
COc1ccc(C2=NOC(C)(c3nnc(Cc4ccccc4)o3)C2)cc1 (centres undefined),27.4
CN1CCN(C2Cc3ccc(F)cc3Sc3cc(F)c(Cl)cc32)CC1 (centres undefined),-15.2
C(=C(c1ccccc1)c1ccccc1)c1ccccn1,14.6
COc1ccc([C@H]2/C=C\CN(S(=O)(=O)c3ccc4ccccc4c3)[C@@H](C)C(=O)N2Cc2ccc(F)cc2)cc1,24.7
CCN(Cc1cccc(OC)c1)CC1CCCN(CCc2cccc(OC)c2)C1 (centres undefined),11.1
COC(=O)[C@@]12CCCCN1[C@H](c1ccc(SC3CCCCC3)cc1)[C@@H]1C(=O)N(C)C(=O)[C@@H]12,1.0
COc1ccc(C2CC(c3ccc(Cl)cc3)=NN2C(C)=O)cc1 (centres undefined),2.1
CCn1c(SCC(=O)NNC(=O)c2ccc(C)cc2)nnc1-c1ccncc1,7.7
CCC1(c2ccccc2)ON(c2c(Br)cccc2Br)C1=O (centres undefined),16.5
COc1ccc(NS(=O)(=O)c2ccc(-c3ccccn3)s2)cc1,11.2
CCOc1cc(NC(=S)NCc2ccccc2)c(OCC)cc1NC(=O)C(C)C,-11.1
CN1CCN(C(=O)c2ccccc2NC(=O)c2sc3ccccc3c2Cl)CC1,8.4
O=C(O)C1(c2ccccc2)CCN(S(=O)(=O)c2ccc(Br)cc2)CC1,-24.6
O=C(Nc1cc(Cl)ccc1C(=O)O)c1ccc(CN2C(=O)c3ccccc3C2=O)cc1,-3.9
C/C(N)=C(/C#N)C(=O)COC(=O)CC1CCCC1,-47.8
CCC1(O)CC(c2ccccc2)=NN1C(=O)c1ccccc1F (centres undefined),4.0
Cc1ccc(C2=NN(C(=O)CCCC(=O)O)C(c3ccc4c(c3)OCO4)C2)cc1 (centres undefined),-21.9
CCN(CC)CCN(Cc1cc2cc3c(cc2[nH]c1=O)OCO3)C(=S)NCCCN(C)C,4.8
CN(C(=O)c1cccc(NC(=O)Cc2ccc([N+](=O)[O-])cc2)c1)C1CCC1,-9.7
CCn1c(SCc2ccc(C(=O)O)cc2)nnc1-c1ccc(Cl)cc1,11.3
COc1cc(C2C(C#N)=C(N)OC3=C2C(=O)CC(C)(C)C3)cc2c1OCO2 (centres undefined),3.0
C=CCn1c(SCC(N)=O)nc2sc3c(c2c1=O)CCC3,10.8
COc1ccc(Sc2ccc(-c3nc4cnccn4c3NC3CCCCC3)cc2OC)cc1,-12.9
O=C(CN1CCN(Cc2ccccc2)CC1)Nc1nnc(C(F)(F)F)s1,23.7
CC(=O)c1ccccc1OC(=O)c1ccc(-c2ccccc2)cc1,9.8
O=C1c2ccc(-c3ccc(Cl)c(C(F)(F)F)c3)cc2S(=O)(=O)c2cccc(C(=O)N3CCN(c4ccc(Cl)cn4)CC3)c21,-7.1
Cc1cc2oc3cc(NCCC4CCCN4C)ccc3c(=O)c2cc1C (centres undefined),6.0
COc1cccc(OCCCn2ccnc2)c1,-36.0
O=C(Nc1ncccn1)c1cccc(Cl)c1,-8.1
CC(=O)c1ccccc1C(=O)N(C)C1CCCN(Cc2ccccc2F)C1 (centres undefined),1.9
Cc1cc(F)cc(C)c1Cn1cnc2c(cnn2C(C)(C)C)c1=O,-11.3
O=C1c2cccc3cc([N+](=O)[O-])cc(c23)C(=O)N1c1nncs1,-5.4
Cc1ccc(S(=O)(=O)CCSc2cccc(C(=O)O)c2)cc1,-18.3
CC(=O)Oc1ccc(N(C(C)=O)S(=O)(=O)c2ccc(C)cc2C)c2ccccc12,-0.6
CCCN1Cc2cccc(C(=O)Nc3ccc(OC)c(OC)c3)c2C1=O,-10.3
COc1ccc(Cc2nc(C)cc(Cl)n2)cc1[N+](=O)[O-],-4.7
CCn1ncc([N+](=O)[O-])c1C(=O)Nc1ccc(C)c(C)c1,-7.7
COC(=O)c1ccc(-n2nnnc2SCC(=O)Nc2ccccc2F)cc1,0.9
O=C(c1ccccc1Cl)c1c(O)c2ccccc2oc1=O,11.1
CC(C)C[C@H]1CN=C(N(C)C)N1CC1CCCC1,-6.0
O=C(C1CCC(Cn2c(=S)[nH]c3ccccc3c2=O)CC1)N1CCN(c2ccccc2)CC1 (centres undefined),9.8
O=C(CC(c1ccccc1)c1ccccc1O)N1CCCCC1 (centres undefined),4.2

Remaining list, next part
mol	Pf gametocyte
COc1ccc(CC(=O)N(Cc2ccccc2)C(C)C)cc1	6.8
CC(NC(=O)C(C)N1C(=O)c2ccccc2C1=O)c1ccccc1 (centres undefined)	14.3
CCc1ccc(OCCOCCN2CCN(C)CC2)cc1	7.4
COc1ccccc1NS(=O)(=O)c1ccc2oc(=O)ccc2c1	8.3
O=C(O)C1CCC(N2C(=O)c3cccc([N+](=O)[O-])c3C2=O)CC1 (centres undefined)	7.8
CCCCS(=O)(=O)N1CCC(C(=O)Oc2ccccc2OC)CC1	-26.3
CN1C(=O)[C@H]2[C@@H](C3CC3)N3C(=O)CN(Cc4ccc(-c5ccccc5)cc4)C(=O)[C@@]3(C)[C@H]2C1=O	-7.6
CC(=O)c1cc2c(ccc3ccccc32)oc1=O	6.4
Cc1nc2ccccc2n1CCOc1ccccc1	5.0
COc1ccc(-c2c(-c3ccc(S(C)(=O)=O)cc3)sc3ccc(OC)cc23)cc1	19.4
COc1ccc(/C=C(\C)C(=O)c2c(C)cc(C)[nH]c2=O)cc1	13.2
O=C(O)CCCCCCCCc1cn(CN2C(=O)c3ccccc3C2=O)nn1	-10.7
Cc1cccc(C(=O)Nc2ccc(C(=O)c3ccccc3)cc2)c1	-4.5
COc1ccc2c(c1)[C@H]1[C@H](CO2)[C@H](c2ccccc2)[C@]2(C)C(=O)Nc3cc(OC)c(OC)cc3C(=O)N12	1.9
Cc1ccnc(SC2CC(=O)N(c3ccc([N+](=O)[O-])cc3)C2=O)n1 (centres undefined)	4.8
CCC(C)Sc1ccc([C@@H]2[C@@H]3C(=O)N(CC)C(=O)[C@@H]3[C@]3(C(=O)OC)CCCCN23)cc1OC (some centres undefined)	-22.7
C=C1CC2C(CCC3(C)C2CCC3(O)C(C)=O)C2(C)CCC(=O)C=C12 (centres undefined)	21.0
COc1ccc([C@H]2CC(=O)C=C(c3cccc4c3Oc3ccccc3S4)C2)cc1	-16.8
O=C(Cn1c(C(=O)OCCO)cc2ccccc21)c1ccccc1	-21.2
CCN(CC)C(=O)COc1ccc(S(=O)(=O)N2CCCC2)cc1	-4.0
O=C(CNC(=O)c1ccc(Br)cc1)c1ccc(Br)cc1	-7.1
COc1cc(SC)ccc1C(=O)Nc1nc(C)cc(C)n1	-17.1
CCCCCOC(=O)C1=C(C)NC(=O)NC1c1ccc2c(c1)OCO2 (centres undefined)	-14.4
NC(=Nc1ccc(Br)cc1)c1ccccc1	-8.6
Cc1cc(C)cc(C(=O)NC(CC(N)=O)c2ccc(NC3CCCCCCCCCCC3)c([N+](=O)[O-])c2)c1 (centres undefined)	-5.3
CCCc1c(C)nc(N2CCN(c3ccc(F)cc3)CC2)[nH]c1=O	-34.1
CCOC(=O)[C@H]1[C@H]2COc3cc(OC)ccc3[C@@H]2N2C(=O)c3cc(C)ccc3NC(=O)[C@@]12C	-13.8
O=C(Nc1ccc(Cl)cc1)c1ccc2c(c1)S(=O)(=O)c1ccccc1C2=O	-0.2
CCCOc1ccc(/C=N/NC(=O)CN2CCCCC2)cc1	10.7
CC(C)/C=C/CN1CCN(CCCc2ccccc2)C(CCO)C1 (centres undefined)	6.5
CC(C)(C)OC(=O)C[C@H]1C/C=C\C[C@H](CC(=O)NCCO)C(=O)N[C@@H](c2ccccc2)COC1=O	14.9
COc1ccc2ccccc2c1/C=N/n1cnnc1	-13.0

Among those listed so far, these have a tert-butyl group:
mol	Pf gametocyte
Cc1cc(F)cc(C)c1Cn1cnc2c(cnn2C(C)(C)C)c1=O	-11.3
CC(C)(C)OC(=O)C[C@H]1C/C=C\C[C@H](CC(=O)NCCO)C(=O)N[C@@H](c2ccccc2)COC1=O	14.9

Carrying on.
mol	Pf gametocyte
CCOC(=O)C1=CC[C@@H](c2ccco2)N(S(=O)(=O)c2ccc(C)cc2)[C@H]1C(=O)OCC	-11.9
CC1=C(C)CC2C(C1)C(=O)c1ccc(Br)cc1S2(=O)=O (centres undefined)	12.8
COC(=O)COc1cc(OCC(=O)OC)c2c(-c3ccccc3)cc(=O)oc2c1	-6.6
CCC[C@@H]1CCCO[C@@](C(=O)NCc2cc(C)n(C)n2)(C(F)(F)F)C1	-41.6
CC(=O)Oc1c(Br)cc(N(C(C)=O)S(=O)(=O)c2ccccc2)c2ccccc12	-2.8
CCCCCCc1ccc(N2C[C@H](C)[C@@H](CC(=O)NCc3ccccc3)C2=O)cc1	1.4
CN(c1ccccc1)c1ncccn1	2.2
C=CC[C@@H](CC(=O)N[C@@H](CO)Cc1ccccc1)C(=O)N[C@H](COC(=O)[C@@H](CC=C)Cc1ccc(F)cc1)Cc1c[nH]c2ccccc12	13.7
Cn1nc(-c2ccc(C(=O)NCC3CCCO3)cc2)c2ccccc2c1=O (centres undefined)	14.5
CCOC(=O)C1CCN(CCC(=O)Nc2ccc(Br)c(C)c2)CC1	-8.2
O=C(NS(=O)(=O)Nc1ccccc1)C1=C(N2CCCC2)COC1=O	-12.6
c1ccc(NC2=NCCN2CCCC2CCCC2)cc1	12.0
COC(C/C=C\[C@@H](O)[C@@H](C)OCc1ccccc1)OC	13.4
C#CCOCCOCCOCCNc1nc(N2CCN(C(=O)[C@H]([C@@H](C)O)n3cc(CCCCN)nn3)CC2)nc(N2CCN(C(=O)[C@H]([C@@H](C)CC)n3cc(CCCCN)nn3)CC2)n1	13.2
Cc1ccc(NC(=S)NC(=O)c2cncc(Br)c2)cc1Cl	-2.5
C=Cn1cc[n+](CC(=O)c2ccc(-c3ccccc3)cc2)c1	-40.8

In another format: 2 of the compounds above.
CCN(CC)CCN(Cc1cc2cc3c(cc2[nH]c1=O)OCO3)C(=S)NCCCN(C)C
  Pf gametocyte: 4.8
CN(c1ccccc1)c1ncccn1
  Pf gametocyte: 2.2

Following part:
mol	Pf gametocyte
COC(=O)C(NC(=O)CN1C(=O)c2ccccc2C1=O)c1ccc(O)c(OC)c1 (centres undefined)	16.5
CCOC(=O)[C@H]1[C@H]2COc3ccc(Br)cc3[C@@H]2N2C(=O)CN(Cc3ccc(Cl)cc3)C(=O)[C@@]12C	-32.2
CCOC(=O)C1C2C=CC3(CN(c4ccccc4CC)C(=O)C13)O2 (centres undefined)	15.5
CCSc1nc2sc3c(c2c(=O)n1-c1ccccc1)CCN(C)C3	1.9
CCOC(=O)/C=C1\NC2(CCCCC2)Cc2cc(OC)c(OC)cc21	4.6
C=CCn1cnc2c(c1=O)c1nc3ccccc3nc1n2/N=C/c1ccccn1	17.6
COCCCn1c(C)nnc1SCC(=O)Nc1ccc(C(C)=O)cc1	17.6
COC(=O)COc1ccc(S(=O)(=O)NCc2ccc3c(c2)OCO3)cc1C	15.1
O=C(O)c1ccc(OCCN2CCCC2=O)cc1	-3.8
O=C(/C=C/c1ccccc1O)c1ccco1	8.0
Cc1cccc[n+]1CC(=O)c1ccc(NC(=O)c2ccccc2)cc1	6.4
O=C(NN=C(c1ccccc1)c1ccccc1)C(CCl)C1CCCCC1 (centres undefined)	-4.8
CCOC(=O)/C=C/c1ccc2c(c1)S(=O)(=O)N(Cc1ccc(OC)cc1)[C@H]2CC(=O)OCC	3.9
O=C(O)c1ccccc1N1C(=O)c2cccc3cccc(c23)C1=O	-3.9
CC1(C)CC(NC(=O)c2ccccc2F)CC(C)(C)N1	-0.6
COc1cccc(NC(=O)C(C)N2C(=O)c3ccccc3C2=O)c1 (centres undefined)	18.7
CC(/C=C/c1ccc(Cl)o1)=C\C(=O)O	-2.0
CC(C)(C)c1ccc(OCCNCc2ccccc2)cc1	-34.9
COc1cc(Br)cc2cc(C(=O)OC3CCN(C)CC3)c(=O)oc12	-5.0
O=S1(=O)CCOC[C@H](c2ccccc2)N1Cc1cccc(F)c1	-25.8
Cc1ccc(S(=O)(=O)Nc2cccnc2)cc1C	15.1
CC(c1ccccc1)n1c(Br)nc2c1c(=O)[nH]c(=O)n2C (centres undefined)	-24.9
COCCCN1CC23C=CC(O2)C(C(=O)OC)C3C1=O (centres undefined)	-4.3
COc1ccc(C(=O)Cn2c(N3CCCCC3)nc3c2c(=O)n(C)c(=O)n3C)cc1OC	-28.3

The closing 3 records of the section above open the next one:
mol	Pf gametocyte
CC(c1ccccc1)n1c(Br)nc2c1c(=O)[nH]c(=O)n2C (centres undefined)	-24.9
COCCCN1CC23C=CC(O2)C(C(=O)OC)C3C1=O (centres undefined)	-4.3
COc1ccc(C(=O)Cn2c(N3CCCCC3)nc3c2c(=O)n(C)c(=O)n3C)cc1OC	-28.3
COc1cc(-c2noc(C)c2/C=C/c2ccc(N)cc2)cc(OC)c1OC	13.2
O=S(=O)(NC1CC2CCC1C2)c1ccc(Br)cc1 (centres undefined)	-1.4
CCCC[C@@H](CN[C@H](C)CNC)NCC1CCC(C(C)(C)C)CC1 (some centres undefined)	-5.9
CC1(C)CC(NC(=O)c2cc([N+](=O)[O-])cc([N+](=O)[O-])c2)CC(C)(C)N1	11.4
O=S1(=O)CCS(=O)(=O)C1c1ccccc1	0.2
CN1CCN(CCCNc2c(C=O)c(=O)[nH]c3ccccc23)CC1	-2.5

Assay outcomes (PubChem)
